Screening data deposited in PubChem by several laboratories.
VHR inh abs – blocks human VHR1 dual specificity phosphatase | recombinant VHR phosphatase, pNPP absorbance | 0.52% of 290,000 active | inhibition, % at 13.3 µM | P51452; in the data active means inhibition above about 50%; further: some compounds called inactive have numbers as strong as hits
Target sequence (P51452 whole entry, looked up): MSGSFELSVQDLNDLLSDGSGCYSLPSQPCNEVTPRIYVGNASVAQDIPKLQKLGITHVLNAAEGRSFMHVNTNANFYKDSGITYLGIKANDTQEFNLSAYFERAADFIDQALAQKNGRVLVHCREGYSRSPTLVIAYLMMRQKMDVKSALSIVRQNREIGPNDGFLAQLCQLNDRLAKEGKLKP
Rv3671c inh – Rv3671c (M. tuberculosis) protease inhibition; P9WHR9; inhibition, % at 5.96 µM; 0.048% of 320,000 active; AID 2606; in the data active means inhibition above about 38%;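 further: extracellular domain of Rv3671c used as enzyme; 0% = enzyme with DMSO and 100% = no enzyme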
GDH-TPI counter – inhibits GDH-TPI coupling enzymes, artifact for Mtb FBA screen; GDH-TPI coupled enzyme counterscreen, NADH absorbance; inhibition, % at 4.8 µM; 1.2% of 360,000 active;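 further: 0% = DMSO wells and 100% = wells lacking the enzyme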
BoNT F protease – BoNT F light chain protease inhibition | Multiplex microsphere protease cleavage assay, flow cytometry | inhibition, % at 10 µM | 0.22% of 360,000 active | AID 588497; in the data active means inhibition above about 35%, passing the limit was not always enough; further: plate controls were buffer without enzyme for full effect and enzyme alone for no effect
UGM FP inh – inhibitors of M. tuberculosis UDP-galactopyranose mutase | purified UGM, fluorescence polarization probe displacement | P9WIQ1 | inhibition, % at 10 µM | 0.06% of 320,000 active; in the data active means inhibition above about 10%, passing the limit was not always enough
FadD28 binding – M. tuberculosis FadD28 bisubstrate binding inhibition; 0.22% of 360,000 active; inhibition, % at 12.5 µM; FadD28 bisubstrate probe binding, fluorescence polarization; in the data active means inhibition above about 8.5%, passing the limit was not always enough
FBA Mtb inh – inhibitors of M. tuberculosis fructose-bisphosphate aldolase; AID 588726; purified M. tuberculosis FBA, fluorescence read-out; P9WQA3; inhibition, % at 1 µM; 2.3% of 360,000 active; in the data active means inhibition above about 27%;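 further: 0% = vehicle and 100% = reference inhibitor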
Target sequence (P9WQA3 whole entry, looked up): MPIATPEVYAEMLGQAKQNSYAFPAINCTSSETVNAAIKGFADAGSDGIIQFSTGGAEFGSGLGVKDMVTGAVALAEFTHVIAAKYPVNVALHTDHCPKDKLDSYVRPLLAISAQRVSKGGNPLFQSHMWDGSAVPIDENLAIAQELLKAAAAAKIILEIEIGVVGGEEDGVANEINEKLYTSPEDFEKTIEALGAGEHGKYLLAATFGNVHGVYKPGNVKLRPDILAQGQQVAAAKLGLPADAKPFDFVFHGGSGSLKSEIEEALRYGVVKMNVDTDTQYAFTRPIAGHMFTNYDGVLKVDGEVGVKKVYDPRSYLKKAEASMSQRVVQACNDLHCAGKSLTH
MazEF act – increases E. coli MazEF RNase cleavage of RNA. P0AE70. FAM/BHQ RNA-DNA oligo cleavage fluorescence, 5 h. activation, % at 20 µM. 0.32% of 350,000 active. AID 504720; in the data active means activation above about 50%
Target sequence (P0AE70 whole entry, looked up): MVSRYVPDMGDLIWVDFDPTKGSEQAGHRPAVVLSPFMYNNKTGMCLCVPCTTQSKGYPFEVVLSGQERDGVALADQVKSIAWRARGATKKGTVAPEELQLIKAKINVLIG
Mtb BioA inh – blocks M. tuberculosis BioA enzyme activity; inhibition, % at 9.99 µM; purified M. tuberculosis BioA enzyme, plate reader; 0.096% of 360,000 active; in the data active means inhibition above about 40%
CCHFV vOTU inh – blocks the CCHF virus ovarian tumor domain protease. inhibition, % at 11.5 µM. CCHFV vOTU protease, Pep-AMC fluorescence. 0.55% of 370,000 active. AID 651958; further: 0% = vehicle wells with enzyme and 100% = no enzyme wells
The depositor's hits bear a star; . = not tested or not shown. Unless noted, no stated cut-off is given here; in the data, active means inhibition above about 30%; inactive means the rest.

Values run as follows: VHR inh abs | Rv3671c inh | GDH-TPI counter | BoNT F protease | UGM FP inh | FadD28 binding | FBA Mtb inh | MazEF act | Mtb BioA inh | CCHFV vOTU inh
- Cc1ccc(S(=O)(=O)Nc2ccccc2CNc2ccccn2)cc1
→ -10 | -13 | 6 | -4 | -1.1 | -4.7 | 1 | -6 | . | 1
- CCCCN(CC)CCCNC(=O)c1cn(C)c(=O)c2c1c1ccccc1n2C
→ . | -8 | 12 | 1 | 0.5 | -3.8 | 22 | 6 | 0.0 | -16
- Cc1ccc2c(NC(=O)C3CC3)cccc2n1
→ 21 | 1 | 16 | 1 | -2.1 | 0.0 | 3 | 5 | 12 | 8
- COC(=O)[C@H](C)NC(=O)Nc1cc(Cl)ccc1C
→ 10 | -3 | 6 | -9 | -1.2 | 0.2 | 2 | 5 | -1.5 | 11
- O=c1c(Cc2ccc(F)cc2)c(O)ccn1Cc1ccc(Cl)cc1Cl
→ -5 | -1 | -1 | 1 | -0.8 | -2.3 | 6 | 10 | -1.7 | 5
- CC1CCN(Cc2nc3c(c(=O)n(C)c(=O)n3C)n2CCc2ccccc2)CC1
→ . | -5 | 11 | -15 | 3.4 | -3.0 | -3 | 3 | -0.7 | 0
- Cc1cc2cc(C#N)c(SCC(=O)Nc3nonc3C)nc2cc1C
→ -4 | 2 | 7 | -2 | 3.7 | -1.0 | 5 | 63* | -1.1 | 10
- CCN(CC)C(=O)COC(=O)c1ccc(C)c(NC(=O)c2ccco2)c1
→ 7 | -3 | -4 | -4 | 2.9 | -4.7 | -7 | -5 | . | 6
- COc1ccc(S(=O)(=O)N(C)C)cc1NC(=O)CN1C(=O)NC2(CCCC2)C1=O
→ 13 | 6 | -8 | 7 | 1.7 | -2.8 | 2 | 7 | 0.4 | 2
- OCCC1CN(Cc2cccn2-c2nccs2)CCN1C1CCCCC1 (centres undefined)
→ 21 | -3 | 2 | 0 | 0.0 | -4.1 | -9 | 7 | 1.4 | -6
- CCOC(=O)C1=C(C)N=c2s/c(=C\c3cccc(OCC(=O)O)c3)c(=O)n2C1c1ccccc1 (centres undefined)
→ -4 | . | 16 | 16 | 0.8 | -0.8 | -1 | -6 | 2.2 | 11
- O=C(/C=C/c1ccc(F)cc1)N1CCCN(C(=O)/C=C/c2ccc(F)cc2)CC1
→ 18 | -11 | 1 | -5 | 0.8 | -5.8 | 0 | -1 | -0.6 | -11
- Cc1ccc(NC(=O)CCN2C(=O)OC(C)(C)C2(C)O)cc1 (centres undefined)
→ 23 | 7 | -5 | 1 | 2.7 | 0.1 | 1 | 6 | . | -5
- Cc1cccc(C(=O)NC2CC3CCCC(C2)N3C(=O)NC2CCCCC2)c1 (centres undefined)
→ 10 | 2 | 4 | -4 | 1.2 | 0.4 | -1 | 4 | -1.8 | -6
- CC(=O)C1=C(O)C=C(c2ccco2)CC1c1ccco1 (centres undefined)
→ 12 | 4 | 27 | 2 | 2.9 | -0.1 | 1 | 3 | 1.7 | 6
- Cc1ncccc1C(=O)N1CCCC(CNC(=O)c2ccc(-c3ccccc3)cc2)C1 (centres undefined)
→ 2 | 5 | 3 | -3 | 0.0 | -0.6 | 1 | 6 | . | -3
- CC(=O)NCCC(=O)Nc1nc2c(ccc3ccccc32)s1
→ 17 | -15 | 3 | -3 | 3.4 | -2.1 | -2 | 5 | -0.7 | -1
- CN(CC(=O)Nc1ccccc1Br)C(=O)CCc1nc2ccccc2c(=O)[nH]1
→ . | 6 | 3 | 5 | 0.3 | 1.3 | 6 | 8 | -2.1 | 12
- O=C(CCC1CCCCC1)NC1=NCCS1
→ 5 | -3 | 3 | -6 | -2.3 | -1.3 | 2 | 2 | . | 6
- COc1ccc(OC)c(NC(=O)CCNS(=O)(=O)c2cccc3nsnc23)c1
→ 26 | 10 | -4 | -16 | 1.0 | -3.1 | -3 | 7 | . | 0

(list continues)
Values run as follows: VHR inh abs | Rv3671c inh | GDH-TPI counter | BoNT F protease | UGM FP inh | FadD28 binding | FBA Mtb inh | MazEF act | Mtb BioA inh | CCHFV vOTU inh
- COc1ccc(/C(N)=N/O)cc1O
→ -7 | 2 | 4 | -4 | 1.3 | -1.1 | 1 | 3 | 0.7 | -9
- CC(=O)Nc1ccc(CN2CCC(CO)(CCOc3ccccc3)CC2)cc1
→ 18 | 3 | 5 | 3 | 0.7 | 0.0 | 5 | 3 | -1.5 | 2
- COc1ccc(-c2cc(C(F)F)n3ncc(C(=O)N4CCSCC4)c3n2)cc1
→ -8 | -2 | 23 | 0 | 1.1 | -0.1 | 8 | 5 | . | 12
- O=C(O)CC1(CC(=O)Nc2nccs2)CCCCC1
→ . | . | 10 | -7 | . | -2.2 | 6 | -23 | . | -2
- Cc1onc(-c2ccccc2Cl)c1C(=O)NCc1ccco1
→ 14 | -3 | 17 | -33 | 1.4 | -2.1 | 0 | -30 | . | 8
- COCc1nnc(NC(=O)c2c(-c3c(Cl)cccc3Cl)noc2C)s1
→ 2 | -6 | 2 | -35 | 0.6 | -4.6 | 1 | 4 | -0.6 | 5
- CCC(=O)N1CCc2cc(OC)c(OC)cc2C1COc1ccc(OC)cc1 (centres undefined)
→ 20 | 7 | -3 | -2 | -0.5 | -0.3 | -3 | -5 | 6.3 | 10
- [N-]=[N+]=NC1C[C@H](n2ccc(=O)[nH]c2=O)O[C@@H]1CO (some centres undefined)
→ 9 | 8 | 2 | 10 | -2.1 | 0.4 | 0 | 3 | 0.9 | 4
- CCN(CC)CCCN1C(=O)c2oc3ccccc3c(=O)c2C1c1cccnc1 (centres undefined)
→ 7 | 1 | 6 | 1 | 0.7 | -1.5 | 1 | -9 | -2.0 | -2
- CC1CCN(C(=O)c2ccc(CSc3ccc(Cl)cc3)cc2)CC1
→ 26 | -6 | -4 | -1 | -1.0 | -5.6 | 0 | -7 | -0.2 | -1
- COc1ccc(NC(=O)c2cc3c(CO)cnc(C)c3oc2=Nc2cccc(C)c2)c(OC)c1
→ -16 | . | 8 | 15 | . | -1.9 | 6 | 3 | 2.8 | 5
- CCOc1ccc(NC(=S)N(CCN2CCOCC2)Cc2cc3cc4c(cc3[nH]c2=O)OCO4)cc1
→ -8 | 5 | 10 | -2 | -2.0 | -3.4 | 13 | 5 | . | -9
- N=C1SCC(=O)N1c1ncc(Cc2ccc(F)cc2)s1
→ 44 | 0 | 31* | 2 | 1.5 | -0.5 | 1 | 3 | 1.6 | -1
- O=C(c1cc(-c2ccc(Cl)cc2)on1)N1CCN(c2ccccc2)CC1
→ 16 | 1 | -2 | -3 | 1.4 | 0.0 | 3 | -21 | 0.2 | 5
- COc1ccc(C=CC(=O)c2ccc3cc(OC)c(OC)cc3c2)cc1OC
→ . | . | 31* | 1 | . | -10.0 | -4 | 14 | -0.1 | -7
- CCCCN(C(=O)c1c(C)noc1C)c1c(N)n(CCCC)c(=O)[nH]c1=O
→ . | 6 | -21 | -6 | 6.5 | -0.7 | 1 | -7 | -0.5 | 19
- COC(=O)COc1ccc(S(=O)(=O)Nc2ccc3c(c2)OCO3)cc1
→ 4 | -1 | 5 | -12 | 0.7 | -0.3 | 1 | 3 | 0.4 | -10
- CSCC(C)N1CCC(N2CCC(C(=O)NCc3ccccn3)CC2)CC1 (centres undefined)
→ 79 | 1 | -2 | -8 | 0.5 | -0.3 | 1 | -13 | -0.6 | -2
- c1ccc(-n2ccnc2)cc1
→ 13 | 3 | 3 | -3 | -2.1 | -2.3 | -2 | 5 | -1.8 | 1
- Cc1ccc(COn2nnc3ccc(S(=O)(=O)N4CCOCC4)cc32)cc1
→ . | -5 | -3 | -12 | -1.1 | -0.1 | 3 | 3 | 0.7 | 0

Further records.
Values run as follows: VHR inh abs | Rv3671c inh | GDH-TPI counter | BoNT F protease | UGM FP inh | FadD28 binding | FBA Mtb inh | MazEF act | Mtb BioA inh | CCHFV vOTU inh
- N#Cc1cnn(-c2ncnc3sc(-c4ccccc4)cc23)c1N
→ -10 | 0 | 10 | 2 | . | -1.3 | 0 | 28 | 0.1 | -12
- COc1ccc2c(c1)c(C(=O)N1CCN(C)CC1)c(C)n2-c1ccccc1
→ 8 | 4 | 8 | -4 | -2.5 | -3.1 | -1 | 3 | 0.5 | 1
- NC(=O)C1CCCc2c1n(Cc1ccccc1)c1ccccc21 (centres undefined)
→ 27 | . | 3 | -5 | -0.6 | . | 2 | 7 | 1.6 | -15
- CC(=O)c1cccc(-c2ccnc3c2CC(C(=O)NCCC(F)(F)F)O3)c1 (centres undefined)
→ . | . | 9 | -1 | . | -1.2 | 2 | . | -1.6 | -4
- CCCCc1c(O)c2ccccc2n(CCCC)c1=O
→ -2 | 7 | 5 | -7 | 0.1 | -0.7 | 15 | 1 | . | 24
- CC1(C)[N+]([O-])=C2C(=[N+]([O-])C1(C)C)c1ccccc1/C2=N\O
→ 19 | -7 | 21 | -10 | 0.0 | -3.0 | 0 | 1 | -0.9 | 5
- Cc1cc2ncc(-c3ccc(Cl)cc3)cn2n1
→ 9 | -3 | 3 | 7 | -2.1 | 1.5 | 0 | 6 | -2.4 | -9
- NC1=NC[C@@H](Cc2ccc(O)cc2)N1CCc1cc(C(F)(F)F)cc(C(F)(F)F)c1
→ 34 | 6 | 17 | -10 | 1.7 | -4.9 | 4 | 15 | 1.7 | 11
- COc1ccccc1CNC(=O)c1ccc(CNc2c(N3CCCC3)c(=O)c2=O)cc1
→ 3 | -3 | 0 | 1 | 3.0 | -1.5 | 5 | 4 | 1.4 | 1
- O=C(Nc1c(F)cccc1F)c1ccc2c(c1)CCN2S(=O)(=O)c1ccccc1
→ -2 | -6 | 0 | 4 | -0.8 | -0.9 | -1 | 7 | 0.3 | -6
- Cc1ccc(CNC(=O)C(NS(=O)(=O)c2cccs2)C(C)C)cc1 (centres undefined)
→ 13 | 3 | . | -8 | 1.5 | . | . | 7 | . | -5
- O=C(N(c1ccccn1)c1ccccn1)C12CC3CC(CC(C3)C1)C2
→ -1 | 5 | 2 | 2 | -2.0 | -2.0 | 1 | 11 | . | 8
- COc1ccc(CCNC(=O)CCNS(=O)(=O)c2cccc3nonc23)cc1OC
→ -11 | -6 | 8 | -3 | 2.2 | -1.7 | 0 | 3 | -2.6 | -10
- c1ccc2c(c1)OCC(C1=NCCN1)O2 (centres undefined)
→ 1 | 0 | 4 | -10 | -1.1 | -0.4 | 2 | -3 | -0.3 | -5
- O=C(CN1C(=O)CSc2ncccc21)Nc1ccccc1F
→ -9 | -6 | 7 | -8 | 0.8 | -0.6 | -3 | 8 | 0.3 | -3
- O=C1C[C@@H](c2ccccc2)Oc2cc(O)cc(O)c21
→ . | -23 | 4 | 3 | -0.1 | -4.0 | -1 | 3 | -1.0 | 1
- S=C(NCc1ccccc1)NC1CCCCC1
→ 8 | 7 | -15 | 1 | 0.9 | -4.1 | 2 | 12 | . | -4
- O=C(CSc1nc2ccccc2s1)Nc1cc(S(=O)(=O)N2CCOCC2)ccc1O
→ 13 | 10 | -1 | -4 | 2.9 | -0.5 | 3 | -1 | . | -11
- Cn1c(Cl)c(/C=N/OC(=O)c2cccc(Cl)c2)c2ccccc21
→ 19 | 0 | 3 | -12 | 0.4 | -3.5 | 1 | -4 | 0.2 | 7
- Clc1ccccc1-c1ccc2ncnc(NCc3cccnc3)c2c1
→ . | -4 | -7 | -7 | 0.0 | -9.4 | 4 | 6 | -0.2 | 0
- COc1ccc(-c2nc(NC(C)=O)sc2-c2ccccc2)cc1
→ -29 | -5 | 3 | 0 | 1.0 | -2.0 | -3 | -2 | . | -4
- COCc1cc(/C=N\NC(=O)COc2ccc(Cl)cc2)ccc1OC
→ -2 | -6 | 0 | -3 | 1.8 | 0.1 | -2 | 8 | . | 11
